# SIRT5 block – sirtuin-5 (human) deacylase inhibition. Purified SirT5, succinyl-peptide AMC, trypsin-coupled fluorescence. AID 652115. inhibition, % at 15 µM. Q9NXA8. 330,000 compounds, 1.1% hits; in the data active means inhibition above about 15%
# Target sequence (Q9NXA8 whole entry, looked up): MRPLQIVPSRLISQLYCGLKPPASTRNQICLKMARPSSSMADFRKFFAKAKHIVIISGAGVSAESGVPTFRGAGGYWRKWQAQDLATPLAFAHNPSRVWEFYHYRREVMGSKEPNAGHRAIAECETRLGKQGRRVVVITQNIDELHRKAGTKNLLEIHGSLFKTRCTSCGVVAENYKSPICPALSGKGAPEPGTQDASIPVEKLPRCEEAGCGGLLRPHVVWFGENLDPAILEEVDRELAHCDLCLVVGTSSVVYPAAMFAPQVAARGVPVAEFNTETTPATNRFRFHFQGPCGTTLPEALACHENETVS
# ERp5 inh – inhibitors of human ERp5; Q15084; ERp5 insulin aggregation, absorbance 650 nm, 90 min; inhibition, % at 9.99 µM; 350,000 compounds, 0.05% hits; AID 651711;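 active means mean replicate inhibition above about 25%, with every replicate also reaching it, limit read from the data, passing the limit was not always enough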
# Target sequence (Q15084 whole entry, looked up): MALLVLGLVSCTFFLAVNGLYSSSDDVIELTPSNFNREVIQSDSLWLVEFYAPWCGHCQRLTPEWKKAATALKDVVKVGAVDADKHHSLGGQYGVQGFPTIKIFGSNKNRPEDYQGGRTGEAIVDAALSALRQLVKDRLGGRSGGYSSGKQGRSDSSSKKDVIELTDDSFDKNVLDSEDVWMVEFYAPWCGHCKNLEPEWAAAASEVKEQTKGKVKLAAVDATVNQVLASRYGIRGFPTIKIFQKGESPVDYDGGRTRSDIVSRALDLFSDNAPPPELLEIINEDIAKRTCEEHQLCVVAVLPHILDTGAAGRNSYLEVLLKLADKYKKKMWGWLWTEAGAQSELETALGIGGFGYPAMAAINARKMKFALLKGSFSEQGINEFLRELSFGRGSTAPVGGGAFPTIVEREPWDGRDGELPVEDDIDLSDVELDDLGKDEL
# * hit, by the source's call; & = joins results of further samples.
SMILES,SIRT5 block,ERp5 inh
Cc1ccc(S(=O)(=O)N2C3CC(c4ccccc4)N(S(=O)(=O)c4cccc(Cl)c4)CC3C(=O)C[C@H]2c2ccccc2)cc1 (stereo partly drawn),-4,1
CCOC(=O)N/N=C(\C)c1ccc(OC(F)F)cc1OC(F)F,-1,0
C/C=C/c1ccc([C@H]2[C@@H](CO)N3C(=O)CN(C(=O)Nc4ccccc4F)C[C@@H]23)cc1,0,2
C[C@@H]1CN([C@@H](C)CO)C(=O)c2c(c3ccccc3n2C)-c2ccccc2CO[C@@H]1CN(C)Cc1ccc(F)cc1,14,-3
COc1cccc(S(=O)(=O)N2CC3(CN[C@H](CO)c4[nH]c5cc(OC)ccc5c43)C2)c1,5,-2
Cn1cc([N+](=O)[O-])c(C(=O)NCc2ccco2)n1,1,2
OC(c1ccccc1)(c1ccccc1)C1CCN(CCCOc2ccccc2)CC1,2,10
CC(On1c(-c2ccccc2)nc2ccc(Cl)cc21)C(=O)O (stereo not drawn),-5,4
CN(C)CC(=O)N[C@@H]1C=C[C@@H](CC(=O)O)O[C@@H]1CO,5,12
C[C@@H]1CN([C@@H](C)CO)C(=O)c2cc(NC(=O)NC3CCCCC3)ccc2O[C@H]1CN(C)Cc1ccc(C(=O)Nc2ccccc2N)cc1,0,2
CCCNC(=O)N1CC2(C1)[C@H](c1ccccc1)[C@@H](CO)N2Cc1ccc(Cl)cc1,-2,0
COc1ccccc1NC(=O)N1CC(=O)N2[C@H](CO)[C@H](c3ccc(C#CC(C)C)cc3)[C@@H]2C1,-1,-5
O=C(Nc1ccc(F)cc1)N1CC(=O)N2[C@H](C1)[C@@H](c1ccc(C#CC3CC3)cc1)[C@@H]2CO,-3,0
CCC(=O)N1CC2(C1)CN(C(=O)Nc1ccccc1F)[C@H](CO)c1c2c2ccc(OC)cc2n1C,-6,2
OCCOC1CCCc2oc(-c3ccccc3)c(C#CC3(O)CCCCC3)c21 (stereo not drawn),-1,7
CC(C)CC#Cc1ccc([C@H]2[C@@H](CO)N3C(=O)CN(C(=O)Cc4cccnc4)C[C@H]23)cc1,-3,3
O=C(/C=C/c1cccc(Br)c1)Nc1nn[nH]n1,7,3
COC(=O)N1C[C@H](OCCCOCc2ccccc2)[C@H]2C[C@@H]1c1ccccc1O2,-3,-3
COc1cccc(CN2CC3(CCN(C)CC3)c3c(n(C)c4cc(OC)ccc34)[C@H]2CO)c1,2,-4
CC(=O)N1CC(=O)N2[C@H](C1)[C@H](c1ccc(-c3ccc(C)cc3)cc1)[C@@H]2CO,-1,1
O=C(C1CCCC1)N1CC[C@@H]2[C@@H](CO)Nc3ccc(C#Cc4ccc(F)cc4)cc3[C@@H]21,-13,3
COC(=O)C1=C(C)N(Cc2ccccc2)C(=S)NC1c1ccc(-c2ccccc2)cc1 (stereo not drawn),-2,0
CCCNC(=O)N1CC2(CCN(C(=O)CCC)CC2)c2c(n(C)c3cc(OC)ccc23)[C@@H]1CO,-4,-5
COc1cc2oc3cc(C)oc(=O)c3c2cc1OC,-27,-1
COCc1cn(-c2nc3ccccc3s2)nn1,4,0
CC1(c2nc3ccccc3[nH]2)CCCC2=Nc3ccccc3CN21 (stereo not drawn),-2,-6
CCOC(=O)CCc1c(C)n[nH]c1C,-1,3
O=C1NC[C@H](CCCCN2C[C@H](Cc3ccccc3)N(CCc3ccc(O)cc3)C(=O)C2=O)N(CCc2ccc(O)cc2)C1=O,0,7
C[C@@H]1CN([C@H](C)CO)C(=O)c2cccc(NC(=O)CCCCCC(=O)Nc3ccccc3N)c2O[C@@H]1CN(C)S(=O)(=O)c1ccccc1,3,8
O=C(Cc1ccccc1)N1CC[C@H]2[C@H](CO)Nc3ccc(C#Cc4cccc(F)c4)cc3[C@H]21,6,-1
COc1cccc(NC(=O)N2CC3(C2)[C@@H](c2ccccc2)[C@@H](CO)N3C(=O)C2CCC2)c1,-4,-1
CCCN1CCCCC(NC(C)=O)C1=O (stereo not drawn),0,2
O=C1NC[C@H](CCCCN2C[C@H](Cc3ccc(O)cc3)N(CCc3ccccc3)C(=O)C2=O)N(CCc2ccccc2)C1=O,-1,1
O=C(NC1CCCC1)N1CC(=O)N2[C@H](CO)[C@H](c3ccc(-c4cccnc4)cc3)[C@H]2C1,-2,0
CC1CCN(C(=O)c2ncn3c2C(=O)NC[C@@H]3C)CC1,-2,-6
Cc1cccc(C(=O)OCC(=O)Nc2c(C)nn(-c3ccccc3)c2C)c1O,-3,-1
COc1cccc(CN(C)C[C@H]2OCc3ccccc3-c3c(n(C)c4ccccc34)C(=O)N([C@@H](C)CO)C[C@@H]2C)c1,0,1
O=C(Nc1ccc(N2CCOCC2)cc1)c1cc2c(s1)CCCC2,2,-4
Cc1ccc(S(=O)(=O)N2[C@@H](Cc3ccccc3)CO[C@H]2CC(=O)c2ccc(F)cc2)cc1,0,-2
O=C(C[C@H]1CC[C@@H]2[C@H](COC[C@H](O)CN2C(=O)c2ccc3c(c2)OCO3)O1)NCCN1CCCC1,0,5
COc1ccc2c3c(n(C)c2c1)[C@@H](CO)N(Cc1ccccc1OC)CC31CN(CC2CC2)C1,-1,-3
CCCNC(=O)N1CC(=O)N2[C@H](CO)[C@H](c3ccc(C#CCC4CCCC4)cc3)[C@@H]2C1,2,8
O=C(c1ccccc1F)N1CC(=O)N2[C@H](CO)[C@@H](c3ccc(-c4cccnc4)cc3)[C@@H]2C1,-4,5
O=C(Nc1ccc(Cl)cc1)N[C@H]1CC[C@H](CCNC(=O)c2cc(Cl)cc(Cl)c2)O[C@@H]1CO,-1,-6
Cc1cc(N2CCNC[C@@H]2C)ccc1N1CCN(Cc2ccccc2)[C@H](C)C1,-1,11
Cc1ccc(OCc2ccc(C(=O)NCc3cccnc3)cc2)cc1C,-6,2
C[C@@H]1ON(C)[C@H]2C[C@H]3c4[nH]c5c(-c6ccc(Cl)cc6)cccc5c4CCN3C(=O)[C@@H]12,1,-7
CN(C)C(=O)c1ccc(-c2ccc([C@@H]3[C@H](CO)N4C(=O)CN(C(=O)C5CCCC5)C[C@@H]34)cc2)cc1,-5,-1
Cc1ncc(CO)c(/C=N/NC(=S)Nc2ccc(Cl)c(Cl)c2)c1O,0,1
CCOc1cc(OCC)cc(C(=O)N2CCC[C@H]2C(=O)N2CCC[C@H]2C(=O)NCc2ccc(F)cc2F)c1,1,-1
CCCCn1nnnc1C(c1ccccc1)N1CCN(c2ncc(C(F)(F)F)cc2Cl)CC1 (stereo not drawn),-4,1
CCC(C)CN1C(=O)CN(S(C)(=O)=O)CC1(C)C(=O)NCc1ccccc1 (stereo not drawn),2,-1
COC(=O)C[C@H]1CC[C@H]2[C@@H](COc3ccc(NS(C)(=O)=O)cc3C(=O)N2C)O1,0,-4
CCC(=O)N1CC(=O)N2[C@H](C1)[C@@H](c1ccc(C#Cc3cccc(OC)c3)cc1)[C@@H]2CO,4,1
CCOC(=O)[C@]12CCCC=C1N(Cc1ccc3c(c1)OCO3)C(=O)[C@H](CC(=O)N1CCC(c3ccccc3)CC1)C2,-3,-3
O=C(C1CCC1)N1CC2(C1)[C@@H](c1ccccc1)[C@@H](CO)N2Cc1ccccc1F,-1,-10
COC(=O)CSCC(=O)Nc1nnc(-c2cccc(C)c2)s1,-3,-1
O=C1CN(Cc2ccc(F)cc2)C[C@H]2[C@@H](c3ccc(-c4ccccc4)cc3)[C@@H](CO)N12,0,0
COc1ccc2c3c([nH]c2c1)[C@@H](CO)N(Cc1nccs1)CC31CN(C(=O)C2CCC2)C1,1,3
Cc1ccc(NC(=O)COC(=O)c2ccc([N+](=O)[O-])s2)c(C)c1,-8,-7
# Later entries
SMILES,SIRT5 block,ERp5 inh
Cc1ccc2cc(CCNC(=O)c3cccc([N+](=O)[O-])c3)c(=O)[nH]c2c1,-4,-10
COC(=O)C1(C(=O)OC)C[C@H](c2ccccc2)N(Cc2ccccc2OC)[C@@H]1c1ccccc1,0,0
COc1cc(NC(=S)NC(=O)c2ccc(C(C)(C)C)cc2)ccc1NC(=O)c1cccs1,-3,-3
CC(C)NC(=O)N1CC2(C1)[C@H](c1ccccc1)[C@H](CO)N2Cc1cccnc1,-2,11
COc1ccccc1-c1ccc(C2[C@@H]3CN(S(=O)(=O)c4ccccc4OC)C[C@H]2N3)cc1 (stereo partly drawn),8&5,-2&-7
CC(C)NC(=O)N1CC2(C1)[C@@H](c1ccccc1)[C@H](CO)N2C(=O)C1CCCCC1,1,2
CCCN1C(=O)c2[nH]nc(-c3ccccc3)c2C1c1ccc(C)cc1 (stereo not drawn),1,-5
CCc1c(C2CC2)ncn1Cc1cccc(-c2ccccc2)c1,0,-3
O=C(NCC1CCCO1)Nc1cc(Cl)cc(Cl)c1 (stereo not drawn),0,-1
CCC(=O)N1CC2(C1)[C@@H](c1ccc(-c3ccc(C)cc3)cc1)[C@@H](CO)N2S(C)(=O)=O,1,1
C/C(=N\NC(=O)Cc1c(C)[nH][nH]c1=O)c1ccc2ccccc2c1,-4,4
C[C@@H]1CN([C@@H](C)CO)C(=O)c2ccccc2-c2ccccc2CO[C@H]1CN(C)C(=O)Nc1ccc(-c2ccccc2)cc1,7,0
CC(=O)CSc1nc2nccnc2[nH]1,1,5
COc1cccc(-c2nc3nc(C)cc(C)n3c2NCc2ccccc2)c1,3,17
COc1ccc2c3c([nH]c2c1)[C@H](CO)N(C(C)=O)CC31CCN(S(=O)(=O)c2ccccc2)CC1,-5,0
O=C1CCCCCC[C@@H](O)[C@H](O)C[C@H](c2ccccc2)O1,-3,1
O=S1(=O)CC(N2CCN(CCO)CC2)CN1Cc1cn(Cc2ccc(C(F)(F)F)cc2)nn1 (stereo not drawn),-5,-4
COC(=O)c1ccc(CSc2nnc(N)s2)o1,16*,6
O=C(C[C@@H]1CC[C@@H]2[C@H](COC[C@H](O)CN2S(=O)(=O)c2ccc(Cl)cc2)O1)NCCN1CCCCC1,2,3
CN1CCN2c3ccccc3CC(C#N)(C#N)C2C1 (stereo not drawn),-2,2
O=C(C1CCCCC1)N1CC2(C1)[C@H](c1ccccc1)[C@@H](CO)N2CC1CCCC1,1,-4
Cc1cccc(C)c1NC(=O)C1(C)CN(S(C)(=O)=O)CC(=O)N1CCOc1ccccc1 (stereo not drawn),0,1
N#Cc1ccc(-c2ccc([C@@H]3[C@H]4CN(C(=O)C5CCCCC5)CC(=O)N4[C@H]3CO)cc2)cc1,14,-1
C[C@H](CO)N1C[C@H](C)[C@H](CN(C)Cc2ccc(C(=O)Nc3ccccc3N)cc2)Oc2ccc(NS(=O)(=O)c3ccc(Cl)cc3)cc2CC1=O,-2,1
O=[N+]([O-])c1cc(/C=N/Nc2nc3ccccc3[nH]2)c(O)cc1O,10,7
C[C@H](CO)N1C[C@H](C)[C@H](CN(C)C(=O)Nc2ccccc2)Oc2ccc(NC(=O)CCCCCC(=O)Nc3ccccc3N)cc2C1=O,-4,5
O=C(Nc1ccc(F)cc1)N1CC(=O)N2[C@H](CO)[C@H](c3ccc(C#CC4CC4)cc3)[C@@H]2C1,0,1
CC12CCC(C(=O)N3CCC(Cc4ccccc4)CC3)(C(=O)C1=O)C2(C)C (stereo not drawn),0,6
C[C@H]1CN([C@@H](C)CO)C(=O)c2cc(C#Cc3ccccc3F)cnc2O[C@H]1CN(C)S(=O)(=O)c1ccccc1,-2,4
COc1ccc(/C(N)=N/OC(=O)Cc2ccc(C)cc2)cc1OC,2,6
COCC(=O)N[C@H]1C[C@@H]2O[C@H](CO)CC[C@@H]2O[C@@H]1CCc1ccc(-c2ccccc2)cc1,-6,-4
CC(C)CC#Cc1ccc([C@H]2[C@@H](CO)N3C(=O)CN(C(=O)Cc4ccccc4)C[C@@H]23)cc1,4,0

# Exported bar-delimited: 15 of the compounds above
Compound | SIRT5 block | ERp5 inh
COC(=O)c1ccc(CSc2nnc(N)s2)o1 | 16* | 6
O=C(C[C@@H]1CC[C@@H]2[C@H](COC[C@H](O)CN2S(=O)(=O)c2ccc(Cl)cc2)O1)NCCN1CCCCC1 | 2 | 3
CN1CCN2c3ccccc3CC(C#N)(C#N)C2C1 (stereo not drawn) | -2 | 2
O=C(C1CCCCC1)N1CC2(C1)[C@H](c1ccccc1)[C@@H](CO)N2CC1CCCC1 | 1 | -4
Cc1cccc(C)c1NC(=O)C1(C)CN(S(C)(=O)=O)CC(=O)N1CCOc1ccccc1 (stereo not drawn) | 0 | 1
N#Cc1ccc(-c2ccc([C@@H]3[C@H]4CN(C(=O)C5CCCCC5)CC(=O)N4[C@H]3CO)cc2)cc1 | 14 | -1
C[C@H](CO)N1C[C@H](C)[C@H](CN(C)Cc2ccc(C(=O)Nc3ccccc3N)cc2)Oc2ccc(NS(=O)(=O)c3ccc(Cl)cc3)cc2CC1=O | -2 | 1
O=[N+]([O-])c1cc(/C=N/Nc2nc3ccccc3[nH]2)c(O)cc1O | 10 | 7
C[C@H](CO)N1C[C@H](C)[C@H](CN(C)C(=O)Nc2ccccc2)Oc2ccc(NC(=O)CCCCCC(=O)Nc3ccccc3N)cc2C1=O | -4 | 5
O=C(Nc1ccc(F)cc1)N1CC(=O)N2[C@H](CO)[C@H](c3ccc(C#CC4CC4)cc3)[C@@H]2C1 | 0 | 1
CC12CCC(C(=O)N3CCC(Cc4ccccc4)CC3)(C(=O)C1=O)C2(C)C (stereo not drawn) | 0 | 6
C[C@H]1CN([C@@H](C)CO)C(=O)c2cc(C#Cc3ccccc3F)cnc2O[C@H]1CN(C)S(=O)(=O)c1ccccc1 | -2 | 4
COc1ccc(/C(N)=N/OC(=O)Cc2ccc(C)cc2)cc1OC | 2 | 6
COCC(=O)N[C@H]1C[C@@H]2O[C@H](CO)CC[C@@H]2O[C@@H]1CCc1ccc(-c2ccccc2)cc1 | -6 | -4
CC(C)CC#Cc1ccc([C@H]2[C@@H](CO)N3C(=O)CN(C(=O)Cc4ccccc4)C[C@@H]23)cc1 | 4 | 0

# Source: PubChem BioAssay

# These rows are one share of the data. The share of hits here may be higher or lower than overall.
